# IDE inh: inhibits human insulin-degrading enzyme in HEK cells. P14735. FAbetaB cleavage, fluorescence polarization. inhibition, % at 5.59 µM. 320,000 compounds, 0.41% hits;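 active means percent inhibition above the average of all tested compounds plus 3 SD, set per screening campaign, cut at about 16% in these data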;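 further: IDE supplied by intact live HEK cells; FP after avidin binding of uncleaved biotin substrate so inhibition keeps polarization high; 0% = DMSO wells and 100% = 60 µM reference IDE inhibitor Ii1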
# Target sequence (P14735 whole entry, looked up): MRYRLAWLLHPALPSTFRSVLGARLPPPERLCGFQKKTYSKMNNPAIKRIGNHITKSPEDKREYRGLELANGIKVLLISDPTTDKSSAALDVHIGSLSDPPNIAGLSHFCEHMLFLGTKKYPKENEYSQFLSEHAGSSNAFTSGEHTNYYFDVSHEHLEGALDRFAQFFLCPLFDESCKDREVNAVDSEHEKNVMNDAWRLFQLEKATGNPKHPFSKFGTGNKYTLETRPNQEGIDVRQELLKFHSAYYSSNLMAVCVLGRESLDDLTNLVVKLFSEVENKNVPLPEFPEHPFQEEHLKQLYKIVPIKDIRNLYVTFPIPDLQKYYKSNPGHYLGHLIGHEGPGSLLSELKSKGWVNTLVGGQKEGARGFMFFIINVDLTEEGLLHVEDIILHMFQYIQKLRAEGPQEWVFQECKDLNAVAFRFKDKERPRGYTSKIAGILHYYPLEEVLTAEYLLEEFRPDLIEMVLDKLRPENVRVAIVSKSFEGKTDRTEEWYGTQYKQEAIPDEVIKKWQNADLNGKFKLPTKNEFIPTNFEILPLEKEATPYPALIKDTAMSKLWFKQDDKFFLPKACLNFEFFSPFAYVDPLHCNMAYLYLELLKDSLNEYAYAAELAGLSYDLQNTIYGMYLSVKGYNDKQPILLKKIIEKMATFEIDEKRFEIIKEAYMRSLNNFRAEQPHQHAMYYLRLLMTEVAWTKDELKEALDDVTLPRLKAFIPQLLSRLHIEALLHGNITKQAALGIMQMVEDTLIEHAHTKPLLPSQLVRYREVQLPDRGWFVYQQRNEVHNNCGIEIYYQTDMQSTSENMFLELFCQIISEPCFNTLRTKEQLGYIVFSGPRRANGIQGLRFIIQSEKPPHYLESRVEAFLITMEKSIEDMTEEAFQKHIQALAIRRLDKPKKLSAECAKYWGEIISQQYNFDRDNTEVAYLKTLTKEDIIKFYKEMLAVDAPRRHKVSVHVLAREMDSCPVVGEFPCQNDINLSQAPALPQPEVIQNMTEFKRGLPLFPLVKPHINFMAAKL
# CRFR2-BP antag: CRF-BP/CRF-R2 complex antagonism | HEK293 CRF-R2/CRF-BP, CRF-induced calcium fluorescence | inhibition, % at 11.8 µM | 350,000 compounds, 0.59% hits | AID 588475;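 active means inhibition of the ligand-induced calcium signal above about 50% at the single tested concentration, limit read from the data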
# CHRM4 PAM: CHRM4 positive allosteric modulation | CHO-K1 hM4/Gqi5, Fluo-8 calcium fluorescence, ACh EC20; 0% = ACh EC20, 100% = maximal ACh | activation, % at 3 µM | 360,000 compounds, 0.4% hits | P08173;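 active means activation above its plate's cutoff, the mean activation of sample wells plus 3 SD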; further: some results filed as inactive read as strong as hits
# CRFBP-R2 agonist: CRF-BP/CRF-R2 complex agonism | 350,000 compounds, 0.46% hits | HEK293 CRF-R2/CRF-BP, calcium dye fluorescence (FLIPR); percent of saturating CRF peptide response | AID 588473 | activation, % at 13.2 µM;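 active means activation of at least 50%, plus an integration ratio under a set limit after plate pattern correction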;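 further: plate controls were neutral control wells without compound for no effect and CRF at EC100 for full effect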
# CHRM4 agonist: agonists of human muscarinic M4 receptor (CHRM4); P08173; CHO-K1 hM4/Gqi5, Fluo-8 calcium fluorescence; vehicle 0%, full acetylcholine response 100%; activation, % at 3 µM; 360,000 compounds, 0.14% hits; AID 624127;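 active means activation above the run mean over all test wells plus 3 SD, cut at about 32% in these data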;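 further: peak over basal fluorescence ratio per well then scaled between controls; 0% = DMSO wells and 100% = acetylcholine at EC100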
# M4 antag: antagonists of human muscarinic M4 receptor (CHRM4) | 360,000 compounds, 0.73% hits | inhibition, % at 3 µM | AID 624125 | P08173 | CHO-hM4 cells, ACh EC80, Fluo-8 calcium fluorescence;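 active means inhibition above its plate's cutoff, the mean inhibition of sample wells plus 3 SD, cut at about 27% in these data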;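 further: 0% = acetylcholine EC80 with DMSO and 100% = DMSO without agonist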
# CHRM5 antagonist: blocks acetylcholine activation of human M5 receptor | 360,000 compounds, 0.59% hits | inhibition, % at 3 µM | CHO-hM5 cells, Fluo-8 calcium fluorescence, ACh EC80 | P08912;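 active means inhibition above a per-plate cutoff, the mean of that plate's test compounds plus 3 SD, cut at about 27% in these data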;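 further: 0% = acetylcholine EC80 with DMSO and 100% = DMSO without agonist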
# CHRM5 PAM: potentiates acetylcholine response at human M5 receptor | P08912 | CHO-K1 hM5, Fluo-8 calcium, ACh EC20 PAM; 0% = ACh EC20, 100% = ACh EC100 | activation, % at 3 µM | 360,000 compounds, 0.3% hits | AID 624038;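 active means activation above the run cutoff, the mean activation of all test compounds plus 3 SD, cut at about 18% in these data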
#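 System: CHO-K1 cell line with stable human muscarinic M5 receptor expression | Also added: EC20 acetylcholine as agonist stimulus | Compound: One concentration, 3 µM final (nominal) | Timing: Fluo-8 loading 80 min at 37 °C plus 30 min room temperature | Measured by: Fluo-8 calcium dye fluorescence, kinetic read | Read-out basis: % activation, ACh-normalized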
# M5 ag: CHRM5 agonism in calcium assay; P08912; CHO-K1 hM5 cells, Fluo-8 calcium fluorescence; 0% DMSO wells, 100% maximal acetylcholine response; activation, % at 3 µM; 360,000 compounds, 0.19% hits;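 active means activation above the run's mean over test compounds plus 3 SD, cut at about 23% in these data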;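 further: signal is peak over basal fluorescence ratio across the kinetic read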
# The depositor's hits bear a star; / = no result given.
SMILES,IDE inh,CRFR2-BP antag,CHRM4 PAM,CRFBP-R2 agonist,CHRM4 agonist,M4 antag,CHRM5 antagonist,CHRM5 PAM,M5 ag
COc1ccc(CN2CCn3ncc(C(=O)Nc4ccccc4)c3C2=O)cc1,0,-1,8,-4.4,6,-16,-15,-6,-1
COc1ccc(C2c3c(-c4ccccc4)n[nH]c3C(=O)N2c2ccc(C(=O)O)cc2)cc1 (stereo unspecified),0,0,12,-1.7,0,-2,13,-3,-2
COCCN(C(=S)Nc1c(C)cccc1C)C(C)c1cccnc1 (stereo unspecified),-1,25,3,0.6,0,1,0,0,-3
CCc1cc(C(=O)N2CCCC(C(=O)c3cccc4ccccc34)C2)n(C)n1 (stereo unspecified),5,1,-7,-1.2,10,2,11,-12,3
N#CC1=C(N)OC2=C(C(=O)CCC2)C1c1cc2c(cc1Br)OCO2 (stereo unspecified),5,1,-9,-0.3,0,20,17,-5,-10
CCc1cccc(NC(=O)CN(c2ccc(C)cc2)S(=O)(=O)c2c(C)noc2C)c1,0,-12,-10,0.8,7,-2,6,-11,-6
Cc1[nH]c(=O)nc2c1CCC2,4,11,-1,-0.4,1,-6,-4,-6,0
Cc1cc2oc3ccc(NCCCN4CCOCC4)cc3c(=O)c2cc1C,1,-9,10,4.5,8,-13,8,-7,1
COc1cccc2c(C)cc(N3CCCCCC3)nc12,-8,14,-14,-1.0,0,19,-8,-24,-25
COC(=O)c1c(NC(=O)CSc2nccn2C)sc(C)c1C,1,6,-4,-1.0,-1,-14,1,3,-5
CC1(C)C(=O)Nc2ccccc2N1C(=O)COC(=O)c1cccs1,1,4,3,-3.0,6,-13,6,8,5
CS(=O)(=O)N1CCC(C(=O)Nc2ccccc2Sc2ccccc2)CC1,-2,34,-2,0.8,1,2,9,-1,-4
Cc1ccc2nc(-c3sc4nc(C)cc(C)c4c3N)[nH]c2c1,3,19,4,-0.1,1,-2,-2,2,-2
COc1ccc(OC)c(N2C(=NC(=O)C3CCCCC3)SC3CS(=O)(=O)CC32)c1 (stereo unspecified),-2,-6,-2,-0.4,0,13,8,-8,-1
COc1ccccc1CN(C)C(=O)CN1CCN(S(=O)(=O)c2ccc3c(c2)OCCCO3)CC1,-2,3,12,0.5,1,-9,-7,5,-2
COC(=O)c1ccc(C23CC4(C2)[C@H](CN(Cc2ccc(-c5ccccc5)cc2)[C@@H]4c2ccccc2)C3c2ccccc2)cc1 (stereo partly specified),8,3,9,3.6,1,0,-2,3,5
C[C@H]1CN(S(=O)C(C)(C)C)[C@H](CCO)/C1=C\c1ccccc1 (stereo partly specified),/,17,6,-0.5,0,-2,-4,1,0
O=S1(=O)CCC(N2CCOCC2)C1 (stereo unspecified),0,-13,-2,1.9,0,13,-2,4,4
COc1ccc(CN(Cc2cc3cc(C)ccc3[nH]c2=O)C(=O)N(C)C)cc1,0,-17,-9,-1.4,0,5,7,7,-4
CC1CCCCN1C(=O)COc1ccc2ccc(=O)oc2c1 (stereo unspecified),2,-3,1,0.6,2,-8,13,-1,-1
Cc1cc(Br)cn2c(Cc3ccccc3)c(-c3cccc(Cl)c3)nc12,/,/,2,/,-2,-12,2,1,2
CN=C(Nc1cc(C)nn1-c1ccccc1)c1ccccc1F,2,-7,12,1.1,0,2,9,-4,-2
COc1ccc(/C=N/Nc2nc(C)cc(=O)[nH]2)cc1OC,/,-3,-4,-2.3,0,4,-8,12,3
O=C(NCc1cccs1)c1ccc(Cl)s1,2,10,-1,-0.6,0,4,-4,2,-1
C[C@@H]1CN([C@H](C)CO)S(=O)(=O)c2ccc(C#Cc3ccccc3)cc2O[C@@H]1CN(C)C(=O)CN(C)C,/,3,1,-1.5,2,4,0,3,-1

# Among those listed so far, two contain a Cl atom:
SMILES,IDE inh,CRFR2-BP antag,CHRM4 PAM,CRFBP-R2 agonist,CHRM4 agonist,M4 antag,CHRM5 antagonist,CHRM5 PAM,M5 ag
Cc1cc(Br)cn2c(Cc3ccccc3)c(-c3cccc(Cl)c3)nc12,/,/,2,/,-2,-12,2,1,2
O=C(NCc1cccs1)c1ccc(Cl)s1,2,10,-1,-0.6,0,4,-4,2,-1

# Going on with the list.
SMILES,IDE inh,CRFR2-BP antag,CHRM4 PAM,CRFBP-R2 agonist,CHRM4 agonist,M4 antag,CHRM5 antagonist,CHRM5 PAM,M5 ag
Cc1ccc(O)c(C2=NOC(O)(C(F)(F)C(F)F)C2)c1 (stereo unspecified),-1,-1,1,-0.6,6,-6,-2,0,3
Cc1c(C(=O)Nc2nnc(C(F)(F)F)s2)oc2ccccc12,1,33,3,39,2,-8,-2,-1,0
CN(CC(=O)Nc1cc(C(F)(F)F)ccc1-n1cncn1)Cc1ccccc1N1CCOCC1,/,-2,4,-0.3,20,0,9,4,-1
CCOC(=O)C1C(C(=O)OC)=C(c2ccc(OC)cc2)c2ccc(OC)cc2N1S(=O)(=O)C(F)(F)F (stereo unspecified),/,15,-2,1.6,7,-11,5,-6,2
CCC(=O)NCCc1nc2cc(NC(=O)c3ccccc3OC)ccc2n1C,3,14,0,2.8,1,-24,-14,2,-1
O=S(=O)(c1ccc(Cl)c(NC(=S)N/N=C/c2c(F)cccc2F)c1)N1CCOCC1,11,-106,-9,-1.4,5,4,14,-5,-3
Fc1cc(F)nc(NCc2ccccc2)n1,/,13,-1,-2.0,0,-2,6,1,-4
COC(=O)Cc1ccc(NC(=S)NCc2ccc(Cl)cc2)cc1,-1,-2,-5,-0.1,6,2,-4,-2,3
COCC(=O)N1CCC(n2nccc2NC(=O)c2ccccc2OC)CC1,2,-1,5,0.8,5,-22,-4,-6,-2
CC(C)(CO)Nc1nc(Nc2ccccc2)nc(Nc2ccccc2)n1,2,1,-11,-1.8,7,9,6,-3,-1
CC(C)CCNC(=O)C(=O)NC1CCCC1,4,-11,-3,-0.4,0,-4,10,-4,1
CC1=C(C(=O)Nc2ccccc2C(=O)N2CCC(C)CC2)SCCO1,1,-1,9,1.4,1,-1,10,-3,-4
COc1ccc([C@@H]2[C@@H]3C(=O)N(C(C)(C)C)C(=O)[C@@H]3[C@]3(Cc4ccccc4)C(=O)N(c4cccc(Br)c4)C(=O)N23)cc1,-2,-15,5,0.8,5,3,2,-28,-13
C/C(=N/Nc1ccc(C)cc1)C1(C)N(O)C(C)(C)C(c2ccco2)=[N+]1[O-] (stereo unspecified),5,-19,-3,1.7,0,2,0,-3,-4
CCc1ccc(CNC(=O)c2ccc(OC3CCN(C(=O)COC)CC3)cc2)nc1,/,2,0,-0.9,-1,8,6,-1,-2
Cc1ccc(CNC(=O)CNC(=O)[C@@H]2Cc3ccccc3CN2)cc1,-2,-2,-2,-2.1,0,4,11,-1,-5
Cc1nn(CC(=O)N2CCOCC2)c(=O)c2nn(-c3ccccc3)c(C)c12,-1,-11,3,0.2,0,-8,10,-4,-4
Cc1cc(C(=O)NCCCN2CCN(C3CCCCC3)CC2)n(-c2ccccc2)n1,0,2,-4,-0.5,0,2,5,-2,-4
CC1CN(CCCCOc2ccc(C(C)C)cc2)CC(C)O1 (stereo unspecified),1,-6,-4,1.1,2,-3,2,0,-3
CCCCc1nnc(NC(=O)CSc2nc(O)c(Cc3ccccc3)c(=O)[nH]2)s1,5,3,16,-0.2,0,4,1,2,3
Cc1ccn2c(NC(=O)c3ccccc3)c(-c3cccs3)nc2c1,-2,17,-4,-4.0,17,5,2,-10,4
CN(C)c1cccc(NC(=O)C2(C)CC2(Cl)Cl)c1 (stereo unspecified),0,10,-8,-0.4,-1,9,-3,0,-3
COc1cc(C=NNc2nc3c([nH]2)c(=O)n(C)c(=O)n3C)ccc1O,/,-34,-3,5.0,1,2,15,-2,2
CCN(Cc1ccncc1)Cc1c(O)ccc2ccccc12,/,4,5,-0.6,2,2,6,4,0
Cc1c(NS(=O)(=O)N2CCCC2)c(=O)n(-c2ccccc2)n1C,3,23,0,2.0,1,-10,-8,8,-2

# (cont.)
SMILES,IDE inh,CRFR2-BP antag,CHRM4 PAM,CRFBP-R2 agonist,CHRM4 agonist,M4 antag,CHRM5 antagonist,CHRM5 PAM,M5 ag
O=C(c1csc2c1CCCC2)N1CCCCC1,0,-18,-3,-1.7,0,-3,-4,-7,-4
O=C(OCC1OC(n2ncc(=O)[nH]c2=O)C(OC(=O)c2ccccc2)C1OC(=O)c1ccccc1)c1ccccc1 (stereo unspecified),-4,16,-8,2.6,4,2,1,-10,2
CC1=C(C(=O)N2CCOCC2)CC(CC(=O)NC(c2ccccc2)c2ccccc2)C(=O)N1Cc1ccc(C(C)(C)C)cc1 (stereo unspecified),/,-7,2,-0.4,5,-24,-5,4,-1
COc1ccc(CCC(=O)N2CCCC(Nc3ccc(OC)cc3)C2)cc1 (stereo unspecified),-2,8,5,-0.7,2,-9,10,-12,-6
Cc1ccc(C(=O)N/C(=C/c2cccs2)C(=O)NCCCn2ccnc2)cc1,-6,-1,2,-2.6,0,6,5,-4,-2
O=C(Nc1ccc2c(c1)OCO2)N1CCCC1,0,1,-8,0.0,6,3,12,-7,-1
CC(NC(=O)C1CCN(C(=O)Nc2ccccc2)CC1)c1ccccc1Cl (stereo unspecified),-1,3,8,-0.8,3,-1,-9,1,-2
C[C@H](CO)N1C[C@H](C)[C@@H](CN(C)S(=O)(=O)c2cccs2)Oc2c(NC(=O)Cc3ccccc3)cccc2C1=O,1,12,-4,0.4,1,10,9,-3,-2
CSc1ccc(C2Nc3cccc4cccc(c34)N2)cc1,-5,11,-5,-2.4,-1,9,6,0,-2
COc1ccc(C(=O)OCC(=O)Nc2sccc2C(N)=O)cc1OC,0,6,-23,0.5,14,6,14,-11,9
CCc1nc2c(OCc3ccccc3)cccn2c1N(C)C(C)=O,/,/,7,/,1,-12,-3,-2,0
COc1ccccc1C(=O)NCC(=O)N/N=C(\C)Cc1ccccc1,6,-12,5,-0.3,5,-4,2,-1,-1
Cc1cccc(C(=O)N[C@H](C(=O)Nc2cccc(S(=O)(=O)N3CCCC3)c2)C(C)C)c1,3,26,-12,-2.8,0,2,-1,0,-8
Cc1c(NS(=O)(=O)c2cc(C(=O)O)ccc2Cl)c(=O)n(-c2ccccc2)n1C,2,3,-3,4.4,-1,-3,4,1,-1
CN(C(=O)COC(=O)COc1ccc2ccccc2c1)c1ccccc1,/,-18,-7,21,10,-3,-1,-4,4
O=C(COC(=O)CNS(=O)(=O)c1cccc(Br)c1)NC(=O)Nc1ccc2c(c1)OCCO2,-1,-13,-3,-1.4,6,0,7,-7,0
O=C(C(=O)N1CCN(c2ccccc2F)CC1)c1ccccc1,/,/,10,/,4,-3,-1,3,0
COC(=O)c1sc(NC(=O)OCc2ccccc2)nc1CCNC(=O)OC(C)(C)C,/,/,1,/,2,-1,3,-2,-1
COC(=O)CCC(=O)OC1(C)C(=O)C=C2C=C(C3CC3)N(CCc3c[nH]c4ccccc34)C=C2C1=O (stereo unspecified),-7,11,4,0.8,1,-5,2,9,-1
Cc1cccc(C(=O)OCC(=O)Nc2nccs2)c1,-1,-5,5,-1.9,1,-1,16,-6,-1
CCCCCCCCN1C(=O)[C@H](CC(=O)NCc2ccc(OC)c(OC)c2)C[C@@]2(C(=O)OCC)CCC=C12,/,/,-10,/,2,10,12,-10,-5

# From PubChem BioAssay

# Rows were taken by chance; 2.9% or so of the library scored in one or more.
